Shn3 inh set2 = reduces Shn3 3'UTR luciferase signal in osteoblasts. inhibition, % at 12.5 µM. hit rate 0.52% among 360,000. AID 588674. Clone20 osteoblast Shn3 3'UTR firefly luciferase, 24 h;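 active = mean inhibition of at least 75% with every replicate also reaching 75%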;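 note: 0% = median of neutral control wells and 100% = pilot-screen positive control compound; some compounds past the cut are filed as inactive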
iPSC survival up = hiPSC single-cell survival enhancement; AID 602274; survival enhancement, % at 20 µM; hit rate 0.044% among 360,000; ATPlite luminescence; 100% = ROCK inhibitor wells, 0% = DMSO; in the data active = survival enhancement above about 18%;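 note: cells exposed to compounds for 16 hours before the ATP read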
NR2E3 ag-1 = activates human NR2E3 receptor; CHO-S Gal4-NCOR/VP16-NR2E3 two-hybrid, luciferase; inhibition of corepressor binding, % at 3.98 µM; hit rate 0.35% among 360,000; AID 602229;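 active = inhibition above the mean of all tested compounds plus 3 SD, cut at about 70% in these data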;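 note: 0% = DMSO with NR2E3 transfected cells and 100% = cells lacking NR2E3 construct; higher means lower luciferase signal from less NR2E3 corepressor binding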
Target sequence (Q9Y5X4 whole entry, looked up, the tested form may be a part): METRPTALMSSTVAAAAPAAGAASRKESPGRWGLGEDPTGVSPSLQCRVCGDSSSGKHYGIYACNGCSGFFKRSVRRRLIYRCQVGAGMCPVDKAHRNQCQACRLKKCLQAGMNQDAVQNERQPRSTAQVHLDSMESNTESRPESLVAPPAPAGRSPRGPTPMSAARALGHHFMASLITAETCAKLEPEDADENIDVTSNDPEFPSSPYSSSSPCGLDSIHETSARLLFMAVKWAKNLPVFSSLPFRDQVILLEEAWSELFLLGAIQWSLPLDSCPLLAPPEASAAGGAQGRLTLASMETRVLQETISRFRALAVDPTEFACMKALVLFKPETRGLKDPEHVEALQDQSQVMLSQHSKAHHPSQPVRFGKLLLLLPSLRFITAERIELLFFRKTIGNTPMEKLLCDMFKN
NR2E3 ag-2 = activates human photoreceptor nuclear receptor NR2E3; Q9Y5X4; GST-NR2E3/biotin-RetCOR TR-FRET, 1536-well; inhibition of corepressor binding, % at 4.78 µM; hit rate 0.12% among 320,000; AID 2300;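 active = percent inhibition above the cutoff of mean plus 3 SD of all tested compounds, set per screening campaign, cut at about 20% in these data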;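 note: 0% = DMSO wells and 100% = biotin wells as full block of FRET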
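System: GST-tagged NR2E3 plus biotinylated RetCOR corepressor; Amount: 1.35 nM GST-tagged NR2E3 final; Dosing: single nominal compound dose of 4.8 µM; Schedule: 5 h incubation at 4 °C; Technique: TR-FRET with europium anti-GST and streptavidin-D2, 340 nm excitation; Controls: biotin wells as high control, 0.6% DMSO wells as low control.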
TRPM1 prom inh = MITF TRPM1 promoter inhibition in SK-MEL-5 cells. SK-MEL-5 TRPM1 promoter luciferase, 24 h. inhibition, % at 12.5 µM. hit rate 0.83% among 330,000;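 active = mean inhibition across replicates of 60% or more, whatever share of single replicates reaches that level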; note: values of inactives mirror those of a sister screen read the other way
CF NFkB inh = blocks PAF-induced NF-kB reporter in cystic fibrosis cells; inhibition, % at 5 µM; hit rate 0.86% among 360,000; KKLEB NF-kB-GFP reporter, GFP fluorescence overnight;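 active = at least 50% inhibition at 5 µM, scaled per plate between neutral and stimulator controls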;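 note: PAF is a Pseudomonas aeruginosa culture filtrate used as stimulus; plate controls were PAF-stimulated DMSO wells for no effect and unstimulated DMSO wells for full effect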
aDG glyco act = alpha-DG glycosylation activation | activation, % at 10 µM | AID 624168 | hit rate 0.22% among 360,000 | Pro5-aDG cells, alpha-DG glycosylation AlphaScreen (IIH6); 0% Pro5, 100% B10-LARGE cell signal;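 active = activation of at least 8% versus controls, or a plate z-score of at least 8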;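 note: Pro5 are CHO cells carrying HIG-tagged alpha-DG that lacks glycosylation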
TWEAK-Fn14 inh = blocks TWEAK-Fn14 interaction in a reporter cell assay; TWEAK-stimulated Fn14 reporter cells, luciferase luminescence, 8 h; inhibition, % at 10 µM; hit rate 2% among 360,000; AID 1159606; in the data active = inhibition above about 50%
Peg3 prom inh = Peg3 promoter activity inhibition; AID 588405; HeLa PEG-Prom luciferase reporter, luminescence, overnight; hit rate 1.7% among 360,000; inhibition, % at 20 µM;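 active = inhibition of at least 50% at 20 µM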
HIF-2a inh = blocks HIF-2a reporter activity | 786-0 RCC cells HIF-2a reporter, luciferase luminescence, overnight | inhibition, % at 18.8 µM | hit rate 0.72% among 360,000 | AID 624352;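 active = inhibition of the luminescence signal of 40% or more relative to plate controls, in a single-dose primary screen at 18.75 µM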
KKLEB cytotox = CF airway cell cytotoxicity counter-screen; KKLEB CF airway cells viability, ATPlite luminescence, overnight; hits give low values; cells stimulated with P. aeruginosa culture filtrate; activity change (cytotoxicity), % at 5 µM; hit rate 0.36% among 360,000;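 active = corrected activity change at or below -50% at 5 µM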
Starred values were filed as active, the others as inactive; . = not tested or not shown.

SMILES | Shn3 inh set2 | iPSC survival up | NR2E3 ag-1 | NR2E3 ag-2 | TRPM1 prom inh | CF NFkB inh | aDG glyco act | TWEAK-Fn14 inh | Peg3 prom inh | HIF-2a inh | KKLEB cytotox
Cc1nn(Cc2ccccc2)c(C)c1NC(=O)c1cc(-c2ccco2)on1 | 4.4 | 2.1 | -3.9 | 1.6 | 3.8 | 14.6 | 0.2 | 3.1 | 12.4 | 5.1 | 4.5
CN(c1ccccc1)S(=O)(=O)c1cccc(NC(=O)CC(C)(C)C)c1 | 21.4 | 1.3 | 8.4 | -2.8 | 7.7 | -14.4 | 0.3 | 19.2 | 17.4 | 11.0 | 3.2
COc1ccc(C2NC(=O)Cc3cc(OC)c(OC)cc32)cc1OC (stereo not drawn) | 14.2 | -0.6 | -0.6 | 1.9 | 7.2 | 14.1 | 0.0 | -22.6 | 18.4 | 16.3 | -0.2
CS(=O)(=O)Nc1ccccc1C(=O)Nc1cc(Cl)cc(Cl)c1 | 53.8 | 3.2 | 14.2 | 2.0 | 8.7 | 40.5 | 0.3 | -1.2 | 40.4 | 2.0 | -41.6
CCC(=Nc1ccccc1)C1=C(O)CCCC1=O | -1.7 | 0.6 | -8.1 | -2.1 | . | -9.7 | -0.2 | 14.7 | 3.7 | 11.7 | 6.2
COc1ccc2c(c1)C(=O)C(=O)N2 | -34.5 | 0.3 | -13.3 | 0.4 | 18.5 | -8.0 | 0.6 | -3.3 | -1.8 | -8.3 | 10.5
Cc1cc(C)c(C)c(S(=O)(=O)N2CCC(C(=O)OCC(=O)N3c4ccccc4NC(=O)C3(C)C)CC2)c1C | -6.3 | -0.7 | -13.6 | 0.3 | -4.3 | 11.6 | 0.2 | 2.6 | 17.9 | 20.1 | 4.7
CCN(CC)c1ccc(NC(=O)C2CC3CCC2C3)cc1 (stereo not drawn) | -35.3 | -3.6 | -26.9 | -4.2 | -56.9 | -10.7 | 0.0 | -38.2 | -143.2 | -187.7 | 6.7
COc1ccc(-c2c(C#Cc3ccc(N(C)C)cc3)c3ccccc3n2C)cc1 | -17.4 | -3.3 | -30.0 | . | 0.2 | -2.1 | -0.6 | -38.9 | -121.9 | -120.5 | -13.1
CC(=O)c1sc2nc(SCC(=O)N3CCCCC3)[nH]c(=O)c2c1C | -5.2 | 1.6 | -1.3 | 29.3* | -2.7 | -10.2 | -0.4 | -0.5 | 3.8 | 6.5 | 10.3
CC(=O)c1ccccc1NC(=O)COC(=O)c1cc2ccccc2[nH]1 | -4.8 | -0.4 | -0.3 | 1.4 | 24.2 | 16.8 | 0.0 | -10.9 | -10.3 | 13.6 | 2.8
CC1(C(=O)NS(=O)(=O)c2ccc(Cl)cc2)CCN1C(=O)C1CCCCC1 (stereo not drawn) | 26.4 | 5.0 | -13.3 | . | . | -13.2 | 0.0 | -6.9 | 6.8 | 9.1 | -4.0
O=C1N/C(=N\N=C\c2ccccn2)SC1Cc1cccc(SC(F)F)c1 (stereo not drawn) | 53.1 | -0.9 | -0.7 | -4.0 | 27.6 | 35.4 | 0.4 | -74.9 | 21.1 | 7.5 | -34.2
CCc1ccc(C(O)(CC(C)C)C(CN2CCOCC2)c2ccccc2)cc1 (stereo not drawn) | 14.1 | 1.4 | -34.8 | . | 24.8 | 2.3 | -0.1 | 35.3 | 53.9* | 13.7 | 7.6
CCCS(=O)(=O)NC(=O)C1(C)CCCN(C(=O)c2c(C)noc2C)C1 (stereo not drawn) | 12.6 | 4.0 | -4.5 | . | . | 10.3 | -0.2 | 13.5 | -0.7 | 3.1 | -0.5

Grouped by structure: those above with an aryl methoxy group.
SMILES | Shn3 inh set2 | iPSC survival up | NR2E3 ag-1 | NR2E3 ag-2 | TRPM1 prom inh | CF NFkB inh | aDG glyco act | TWEAK-Fn14 inh | Peg3 prom inh | HIF-2a inh | KKLEB cytotox
COc1ccc(C2NC(=O)Cc3cc(OC)c(OC)cc32)cc1OC (stereo not drawn) | 14.2 | -0.6 | -0.6 | 1.9 | 7.2 | 14.1 | 0.0 | -22.6 | 18.4 | 16.3 | -0.2
COc1ccc2c(c1)C(=O)C(=O)N2 | -34.5 | 0.3 | -13.3 | 0.4 | 18.5 | -8.0 | 0.6 | -3.3 | -1.8 | -8.3 | 10.5
COc1ccc(-c2c(C#Cc3ccc(N(C)C)cc3)c3ccccc3n2C)cc1 | -17.4 | -3.3 | -30.0 | . | 0.2 | -2.1 | -0.6 | -38.9 | -121.9 | -120.5 | -13.1

(listing goes on)
SMILES | Shn3 inh set2 | iPSC survival up | NR2E3 ag-1 | NR2E3 ag-2 | TRPM1 prom inh | CF NFkB inh | aDG glyco act | TWEAK-Fn14 inh | Peg3 prom inh | HIF-2a inh | KKLEB cytotox
O=C(/C=C/[C@H]1O[C@@H](n2ccc(=O)[nH]c2=O)[C@H](O)[C@@H]1O)NCc1ccc2c(c1)OCO2 | -89.9 | -1.2 | -28.8 | . | . | -1.2 | -0.2 | 4.8 | 13.1 | 12.2 | -4.7
O=C(Nc1ccc2c(c1)OCCO2)c1ccc(Br)cc1 | -87.9 | -0.8 | -107.2 | -2.1 | -38.6 | 0.1 | 0.4 | 19.5 | -245.5 | -201.1 | -18.2
CCn1cc(/C=C(\NC(=O)c2ccccc2F)C(=O)NCCN2CCOCC2)c2ccccc21 | -7.2 | -0.4 | -0.3 | -1.9 | 6.2 | 5.2 | 0.1 | -1.8 | -1.4 | 6.0 | -10.8
COc1ccc(CC(=O)Nc2ccc(S(=O)(=O)Nc3nccs3)cc2)cc1 | 2.3 | -0.3 | 8.4 | 6.7 | 3.5 | 13.0 | -0.1 | 18.9 | 6.6 | 15.7 | 1.7
Cc1cccc2cc(CN(C(=O)c3cnccn3)C3CCCCC3)c(Cl)nc12 | 47.9 | 0.2 | 13.6 | 1.1 | -2.1 | 0.4 | 0.7 | 11.7 | 24.2 | 3.2 | 3.1
CC(=O)c1ccc(NC(=O)C2CCCN(C(=O)c3ccc(Cl)cc3)C2)cc1 (stereo not drawn) | -8.2 | 0.3 | -22.9 | 1.5 | 3.3 | 9.8 | 0.2 | 6.1 | -48.3 | -63.3 | 1.1
CCN(CC)S(=O)(=O)c1ccc2c(c1)N(CC(=O)NCC1CCCO1)C(=O)CO2 (stereo not drawn) | 12.7 | -0.2 | -5.0 | 0.8 | -1.3 | 1.0 | -0.2 | 13.2 | 3.1 | 3.9 | 3.5
COc1cc(Cl)c(NS(=O)(=O)c2ccc(-c3ccc(=O)[nH]n3)o2)c(OC)c1 | 23.1 | -0.5 | -3.0 | 1.0 | -4.2 | 12.8 | 0.0 | -2.8 | 7.9 | 3.6 | -12.9
CN(C(=O)COC(=O)C1CCN(S(=O)(=O)c2c(Cl)cccc2Cl)CC1)C1CCCCC1 | -12.6 | 1.0 | -20.7 | -2.2 | -7.4 | 17.6 | -0.2 | -7.8 | -29.4 | -0.3 | -7.5
COc1ccccc1NC(=O)Cn1c2ccccc2c2nc3n(c(=O)c21)CCS3 | 15.0 | -0.2 | 10.0 | 3.3 | -2.4 | 7.8 | 0.1 | -2.5 | -3.6 | 8.5 | -13.5
O=C(CSc1n[nH]c(-c2ccco2)n1)N1c2ccccc2Sc2ccccc21 | -12.5 | 0.8 | 12.8 | -1.0 | 16.1 | -20.9 | 0.0 | -1.9 | 27.0 | 4.7 | 28.2
COc1ccccc1N1CCN(Cc2ccc(OC)c3ccccc23)CC1 | 48.7 | 4.0 | -7.3 | 2.3 | -2.3 | 23.0 | 0.0 | 0.8 | -0.1 | 0.9 | -1.9
Cc1ccc2[nH]c(O)c(N=O)c2c1 | -8.2 | -0.2 | -11.8 | -3.3 | 3.6 | 8.6 | -0.1 | -10.0 | 5.8 | -6.6 | 8.3
COc1cc(S(=O)(=O)N2CCN(C(=O)c3ccccc3F)CC2)c(OC)cc1NC(C)=O | 9.4 | 3.5 | -0.5 | . | 0.0 | 12.8 | 0.0 | 11.0 | 17.1 | 14.7 | 3.0
CS(=O)(=O)c1ccc(Cl)c(NC(=O)CSc2nnc(C3CC3)n2C2CC2)c1 | 1.6 | -0.3 | -2.6 | 4.4 | 9.7 | 0.5 | -0.1 | 14.2 | 5.4 | 13.0 | -11.8
O=S(=O)(c1ccc(Cl)cc1)c1ccccn1 | -9.5 | 0.2 | 15.1 | -2.2 | 2.9 | 3.1 | -0.1 | 19.6 | 13.9 | -13.6 | -7.7
C=CCOC(=O)C1=C(C)NC(C)=C(C(=O)OCC=C)C1c1ccc(O)cc1 | -11.8 | 3.4 | -23.3 | -1.7 | 6.0 | 6.7 | 0.2 | -2.2 | 5.3 | 11.5 | -10.0
CCOc1ncccc1C(=O)OCC(=O)c1ccc(Br)s1 | 2.2 | -0.4 | 11.1 | . | -3.9 | 31.6 | 0.1 | 11.7 | 10.9 | 6.4 | -23.3
Cc1nc2ccccn2c1/C(O)=C1\C(=O)C(=O)N(CCN2CCOCC2)C1c1cccs1 (stereo not drawn) | -7.8 | -1.6 | -7.0 | -4.9 | 11.0 | 12.9 | -0.3 | 12.4 | -2.2 | -20.8 | -0.5
CS(=O)(=O)c1ccccc1-c1nnc(NC(=O)c2cccc(N3C(=O)CCC3=O)c2)o1 | -11.8 | -0.5 | 6.0 | -1.0 | 19.2 | 16.9 | 0.1 | -2.1 | 5.5 | 12.3 | -4.0
COc1cc(/C=c2\s/c(=C\C(=O)C(C)(C)C)[nH]c2=O)cc(OC)c1OC | 4.0 | -0.2 | -19.9 | -4.2 | -7.9 | -2.7 | -0.6 | 3.6 | 20.1 | 20.1 | -15.0
COCCNC(=O)/C(C#N)=C/c1ccc(OCC(=O)NC2CCCCC2)cc1 | -2.0 | -0.7 | -3.9 | 1.0 | -5.6 | -6.4 | -0.3 | 6.5 | 9.1 | 8.2 | 1.2
COc1ccc(C(=O)Nc2nnc(-c3ccco3)s2)cc1 | 36.7 | -1.8 | -22.0 | -3.4 | 33.6 | 23.3 | 0.0 | 84.7* | 63.2* | -43.5 | -26.9
Cc1ccc(NC(=O)C(=O)NCCN2CCN(S(C)(=O)=O)CC2)cc1C | 13.3 | -0.5 | 1.1 | -0.1 | 15.9 | -1.3 | -0.3 | 2.5 | 4.0 | 6.3 | -15.0
CCn1c(C(=O)O)c(CC(=O)Nc2cccc(C(F)(F)F)c2)c2ccccc21 | -12.2 | 1.2 | 3.5 | -2.1 | -14.6 | -8.6 | 0.1 | 4.5 | -4.3 | 7.8 | 1.4
Cc1ccc(NCN2C(=O)c3ccccc3C2=O)cc1Cl | 13.5 | -3.5 | -9.5 | . | . | 13.1 | -0.1 | 20.2 | -2.7 | 1.4 | -0.2

Just aDG glyco act, Shn3 inh set2 and iPSC survival up, for some of the entries so far:
Structure	aDG glyco act	Shn3 inh set2	iPSC survival up
Cc1ccc(NCN2C(=O)c3ccccc3C2=O)cc1Cl	-0.1	13.5	-3.5
COc1cc(/C=c2\s/c(=C\C(=O)C(C)(C)C)[nH]c2=O)cc(OC)c1OC	-0.6	4.0	-0.2
